D1 potentiator = Potentiators of Human D1 Dopamine Receptor: qHTS; D(1A) dopamine receptor (Homo sapiens), P21728; HEK293 TREx D1 cells, calcium flux, dopamine EC20 potentiation; potentiation, % at 10 µM; actives 0.036% (n = 360,000); in the data active means potentiation above about 30%; further: 0% is about no effect
D2 potentiator = HTS Assay for Positive Allosteric Modulators of the Human D2 Dopamine Receptor: Primary Screen for Potentiators. D(2) dopamine receptor (Homo sapiens), P14416. HEK293 T-REx D2, calcium flux, EC20 dopamine potentiation. potentiation, % at 10 µM. actives 0.34% (n = 340,000);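 active means potentiation over 3 SD above the plate norm, cut at about 30% in these data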; further: 0% is about no effect
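Tetracycline-induced Hek293 Trex D2 cells, force-coupled to calcium, loaded with no-wash calcium dye. Compound added with 180 s kinetic read for agonism, then EC20 dopamine and a further 180 s read for potentiation.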
TRHR enhancer = qHTS for Small Molecule Agonists and Allosteric Enhancers of Human TRH Receptor: Primary Screen for Enhancers. TRHR cells, fluo-8 calcium fluorescence, EC20 TRH enhancement. enhancement, % at 2 µM. actives 0.66% (n = 360,000); in the data active means enhancement above about 30%; further: 0% is about no effect
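Enhancer read-out: after compound pinning and an initial kinetic agonist-mode read, an EC20 of TRH (10 nM final) was injected and fluo-8 calcium signal (Ex 480/Em 530) followed at 1 s/cycle for 100 cycles in TRHR-expressing cells.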
D1 ag = Allosteric Agonists of the Human D1 Dopamine Receptor: qHTS; D(1A) dopamine receptor (Homo sapiens), P21728; HEK293 T-REx D1 cells, calcium flux, agonist mode; AID 504660, 2011; activation, % at 2 µM; actives 1% (n = 360,000); further: 0% is about no effect
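Agonism was scored from calcium flux recorded over 180 s (1 read/s) after pintool compound addition, following a 10-cycle baseline. Cells were inducible force-coupled HEK293 TREx D1, plated overnight at 30 C and loaded with no-wash calcium dye.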
D1 antag = Antagonist of Human D 1 Dopamine Receptor: qHTS; AID 504652, 2011; actives 3.2% (n = 360,000); HEK293 TREx D1 cells, calcium flux, dopamine EC80; stronger effect = lower value; activity change, negative = inhibition, % at 10 µM; in the data active means activity change below about -30%; further: on the % scale 0 is the no-effect control and ±100 the full control effect
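Cells carrying a force-coupled, tetracycline-inducible human D1 receptor report calcium flux. Each well gets a 10 s baseline, compound with 180 s monitoring, then an EC80 dopamine stimulus with a second 180 s kinetic read.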
TRHR agonist = qHTS for Small Molecule Agonists and Allosteric Enhancers of Human TRH Receptor: Primary Screen for Agonists; AID 493084, 2011; activation, % at 2 µM; actives 0.18% (n = 360,000); TRHR cells, calcium flux fluo-8, FDSS agonist mode; further: 0% is about no effect
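Fluo-8-loaded TRHR cells; 10 s baseline, compound added, kinetic Ca2+ fluorescence read 1/s, agonist mode.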
D2 agonist = HTS Assay for Allosteric Agonists of the Human D2 Dopamine Receptor: Primary Screen for Agonists; D(2) dopamine receptor (Homo sapiens), P14416; HEK293 T-REx D2 cells, calcium flux agonist mode; AID 485358, 2010; actives 0.53% (n = 340,000); activation, % at 2 µM;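 active means activation over 3 SD above normal in the single-dose calcium agonist read, cut at about 30% in these data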; further: 0% is about no effect
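Agonism scored from kinetic calcium signal (1 read/sec, 180 s) following compound pin transfer, after a 10 s baseline. Cells: HEK293 Trex line expressing inducible D2 receptor coupled to calcium, dye-loaded after overnight culture at 30 C.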
RXFP1 antagonist = qHTS Assay for Antagonists of the Relaxin Receptor RXFP1 | Relaxin receptor 1 (Homo sapiens), Q9HBX9 | HEK293-RXFP1, relaxin-stimulated cAMP HTRF, 30 min; stronger effect = lower value | activity change, negative = inhibition, % at 57.5 µM | actives 0.59% (n = 350,000);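 active means activity change of -60% or lower, but not beyond a set lower limit; inconclusive means change between -60% and -40%, or beyond the set limit; inactive means change above -40%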; further: on the % scale 0 is the no-effect control and ±100 the full control effect
Target sequence (Q9HBX9 whole entry, looked up): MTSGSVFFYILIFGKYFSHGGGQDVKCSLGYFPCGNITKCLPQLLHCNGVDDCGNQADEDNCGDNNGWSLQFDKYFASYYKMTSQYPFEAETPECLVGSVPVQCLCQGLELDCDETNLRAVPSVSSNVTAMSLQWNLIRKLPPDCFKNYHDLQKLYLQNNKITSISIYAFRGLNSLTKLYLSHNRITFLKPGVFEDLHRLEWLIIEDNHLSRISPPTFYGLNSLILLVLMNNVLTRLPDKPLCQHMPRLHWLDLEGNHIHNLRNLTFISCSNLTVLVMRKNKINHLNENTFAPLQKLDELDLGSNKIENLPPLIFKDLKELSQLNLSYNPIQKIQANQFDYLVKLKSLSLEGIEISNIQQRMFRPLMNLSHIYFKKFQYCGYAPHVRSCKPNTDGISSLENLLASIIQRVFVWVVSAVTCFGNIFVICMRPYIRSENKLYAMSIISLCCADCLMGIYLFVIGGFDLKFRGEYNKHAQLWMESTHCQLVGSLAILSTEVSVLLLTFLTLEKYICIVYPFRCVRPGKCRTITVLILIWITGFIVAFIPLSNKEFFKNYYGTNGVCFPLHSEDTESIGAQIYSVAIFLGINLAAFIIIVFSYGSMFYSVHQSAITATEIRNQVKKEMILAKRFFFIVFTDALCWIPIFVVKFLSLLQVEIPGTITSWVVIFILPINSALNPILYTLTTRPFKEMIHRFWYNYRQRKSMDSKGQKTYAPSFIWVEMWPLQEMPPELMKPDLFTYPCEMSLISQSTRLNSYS
D2 antag = HTS Assay for Allosteric Antagonists of the Human D2 Dopamine Receptor: Primary Screen for Antagonists; HEK293 TREx D2 cells, calcium flux, dopamine EC80; inhibition, % at 10 µM; actives 2% (n = 340,000); AID 485344, 2010; in the data active means inhibition above about 30%; further: 0% is about no effect
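Antagonism is scored as inhibition of an EC80 dopamine-evoked calcium signal in a force-coupled, tetracycline-inducible HEK293 T-REx D2 line, with compound present 180 s before agonist.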
* hit, by the source's call; ? = inconclusive; / = not tested or not shown; & = joins results of further samples. Unless noted, no stated cut-off is given here; in the data, active means activation above about 30%; inactive means the rest.

SMILES | D1 potentiator | D2 potentiator | TRHR enhancer | D1 ag | D1 antag | TRHR agonist | D2 agonist | RXFP1 antagonist | D2 antag
CCCCN(C)S(=O)(=O)c1ccc(C(=O)Nc2ccc(-c3nc4ccc(C)cc4s3)cc2)cc1 | -4 | -10 | 4 | 0 | 21 | 0.1 | 0.8 | 0 | /
COc1ccc2[nH]cc(CCNS(=O)(=O)c3ccccc3)c2c1 | 0 | -1 | 7 | 2 | 3 | -1.9 | -0.9 | -8 | 8
COc1ccc([N+](=O)[O-])cc1NC(=O)c1ccccc1SC | -5 | 1 | 6 | 1 | -43* | -1.5 | -1.5 | -17 | -24
COCCNC(=O)C(c1ccc(C)cc1)N(Cc1ccco1)C(=O)CCC(=O)Nc1ccccn1 (configuration not stated) | 0 | -3 | -7 | 1 | 7 | 1.0 | 0.5 | 3 | -19
CCN1CCN(CCC(=O)Nc2ccc(F)c(F)c2)CC1 | -1 | 4 | -6 | 3 | 0 | 0.3 | 0.6 | -1 | 1
CCOC(=O)Cn1c(=O)c(F)cn(Cc2ccc(OC)c([N+](=O)[O-])c2)c1=O | -4 | 2 | 67* | 4 | 2 | 0.6 | -0.3 | -3 | -20
COc1ccc(C(=O)CCN2CCN(c3ccc(OC)cc3)CC2)cc1 | -4 | -15 | -7 | 3 | 0 | 0.6 | 1.3 | -11 | 31*
COc1ccc(-c2nc(S(=O)(=O)c3ccccc3)c(N3CCC(C)CC3)o2)cc1 | -7 | -3 | -2 | 1 | -18 | -0.5 | -0.6 | 2 | /
COC(=O)CC1Sc2ccccc2NC1=O (configuration not stated) | -5 | / | 9 | 4 | 10 | 0.4 | / | -13 | /
Cc1ccc2c(C(=O)N3CCN(c4ccccc4)CC3)cc(-c3cccnc3)nc2c1C | -5 | -3 | 1 | 5 | 9 | 1.0 | 1.1 | -12 | -10
CCOc1ccc(CNC(=O)c2ccc(Sc3ccc(C)cc3)c(NC(C)=O)c2)cc1OC | -3 | -10 | 4 | 7 | -13 | 0.5 | 0.1 | -3 | -17
N#Cc1c(/N=C/c2ccc(-c3ccccc3C(=O)O)o2)sc2c1CCCC2 | 2 | -11 | 0 | 0 | 10 | -0.4 | 66* | -17 | -13
CCC(=NCCc1ccc(OC)c(OC)c1)C1=C(O)CC(C)(C)CC1=O | 0 | 1 | 5 | 4 | 13 | 0.4 | -0.5 | -15 | -6
CC(C)n1nnnc1SCC(=O)N1CCN(Cc2ccc3c(c2)OCCO3)CC1 | -1 | 4 | 7 | 4 | 10 | 1.4 | 0.0 | 2 | 22
CCn1ccc(C(=O)Oc2ccc(Cl)cc2)n1 | -8 | 21 | 7 | 1 | -14 | -0.3 | 0.1 | 7 | 5
Cc1cccc(N2CCN(C(=O)c3cc4ccc5cccnc5c4[nH]3)CC2C)c1 (configuration not stated) | -1 | 5 | -10 | 8 | 13 | -0.8 | 0.0 | -61* | /
Cc1cccc(OCc2nn[nH]n2)c1C | -3 | -2 | 6 | 3 | 8 | -0.7 | -1.5 | -37 | -4
Cc1ccc(NC(=O)c2c(Cl)nc3ccccn23)cc1 | -1 | -3 | 6 | 1 | -5 | -0.4 | -0.9 | 4 | 0
CC(C)CC(=O)Nc1nc(=S)ss1 | -2 | / | 0 | 4 | 4 | 0.2 | / | -8 | /
CCNC(=S)NNC(=O)CCn1c2ccccc2c2ccccc21 | 2 | 9 | 6 | 0 | 5 | 0.1 | -0.7 | 2 | 1
O=C(CSCc1ccccc1Br)N/N=C/c1ccc2c(c1)OCO2 | -3 | 18 | -5 | 5 | -15 | 1.4 | 0.1 | / | 5
Cc1ccc(Cl)cc1N1CCN(c2ncnc3c2nc2n3CCCC2)CC1 | -1 | -9 | -10 | 2 | 14 | 0.3 | -0.9 | 1 | /
CCN(CC)C(=O)CSc1nc2c(sc(=S)n2-c2ccccc2)c(=O)n1-c1ccc(OC)c(OC)c1 | -7 | 6 | -20 | 4 | -6 | -0.4 | -1.0 | -11 | -11
CC(=O)Nc1nonc1-c1nc2ccccc2n1CC1CC1 | -4 | -1 | 4 | 0 | -7 | -0.9 | 0.0 | 1 | 7
COc1ccc(-n2c(SCC(=O)NCc3cccs3)nnc2-c2ccoc2C)cc1 | -4 | -13 | 16 | 2 | -1 | -1.7 | 0.0 | -1 | 42*
CCn1c(SCC(=O)c2ccccc2)nnc1-c1cccnc1 | 5 | 5 | 3 | 1 | 3 | 0.2 | -0.1 | -20 | -1
CCOC(=O)c1c(Nc2cccc(C)c2)nnc(-c2ccccc2)c1-c1ccccc1 | 5 | / | -3 | 1 | 2 | 0.4 | -1.0 | / | /
COc1cc(NC(=O)c2cc(-c3cccnc3)nc3ccc(C)cc23)c(OC)cc1Cl | 1 | 3 | -5 | 6 | 7 | -0.1 | 0.5 | / | -9
Cc1ccccc1NC(=S)N1CCC(C(=O)c2ccc(F)cc2)CC1 | -2 | -2 | -8 | 1 | -2 | -0.5 | 0.0 | 18 | -12
COc1ccc(COC(=O)c2ccc(S(=O)(=O)N3CCC(C)CC3)cc2)cc1 | -3 | -1 | 1 | 10 | -19 | 2.4 | 1.6 | -5 | 1
CC1(C)CC(=O)/C(=C(\O)Cc2ccccc2)C(=NCCCCCC(=O)O)C1 | 8 | 0 | 15 | 2 | 7 | 0.5 | 0.2 | -8 | -3
O=C(NC(Cc1ccc(O)cc1)C(=O)O)c1ccc2c(c1)OCO2 (configuration not stated) | -1 | -8 | -3 | 0 | 16 | 0.8 | 0.5 | -4 | 14
CNC(=O)COC(=O)c1ccccc1C(=O)c1ccc(Cl)c([N+](=O)[O-])c1 | -5 | -5 | -7 | 1 | -13 | -0.6 | -0.8 | 1 | -4
CCCCn1nc(NS(=O)(=O)c2cccc3nonc23)c2cc3cccc(C)c3nc21 | 6 | 5 | 2 | 2 | -3 | -1.0 | -0.4 | -14 | -1
CC12CN3CC(C)(CN(C1)C3c1ccc3c(c1)OCO3)C2O (configuration not stated) | 6 | -3 | -9 | 1 | -1 | -0.2 | 0.3 | 5 | -4
Cc1ccc(OCC(=O)n2nc(C)cc2C)c(Br)c1 | -1 | 6 | -6 | 2 | 9 | -0.1 | -0.1 | -15 | 0
COc1ccccc1OCC(=O)Nc1ccccn1 | 1 | -8 | -2 | 1 | -1 | 0.4 | / | 8 | /
Cc1nc(NC(=O)c2ccccc2O)sc1C | 6 | 5 | 0 | 2 | 8 | -0.3 | -2.9 | -19 | -9
COc1cccc(NC(=O)C2CCN(c3cc(C)nc4c(-c5ccc(Cl)cc5)c(C)nn34)CC2)c1 | -3 | 5 | 11 | 1 | 7 | -0.5 | 0.2 | / | /
CC(=O)Nc1ccc(C(=O)N(C)c2ccccc2)cc1 | -4 | 12 | -3 | 2 | 3 | 0.1 | 0.4 | 2 | 10
COc1cccc(N2CC(NC(=O)COc3ccccc3F)CC2=O)c1 (configuration not stated) | 1 | 3 | 2 | 0 | / | -0.1 | -2.0 | 1 | /
COC(=O)c1c(NC(=O)c2ccco2)sc(C)c1C | 4 | 4 | 0 | 0 | -1 | -0.1 | 0.6 | -10 | 0
CCOC(=O)Nc1c(C(=O)OC)[nH]c2cccc(OC)c12 | -4 | -6 | 1 | 2 | -3 | -1.6 | 0.6 | ? | -10
N#C/C(=N\Nc1ccc(S(=O)(=O)N2CCOCC2)cc1)C(N)=S | -3 | 8 | 0 | 2 | -1 | 0.6 | 1.0 | -22 | 3
CC(=O)NC(NC(C)=O)c1cccc(OCc2ccccc2)c1 | -5 | 8 | 5 | 4 | 6 | 0.2 | 0.4 | -2 | -8
Nc1ccnc(=O)[nH]1 | -2 | -4 | -1 | -2 | -15 | 0.4 | -0.6 | / | 1
O=C1CCC(C(=O)N(Cc2cccs2)C2(C(=O)NC3CCCCC3)CCCCC2)N1 (configuration not stated) | -1 | 5 | -3 | 2 | -4 | 0.6 | 1.0 | -9 | -13
CC1=CC(=C2N=C(c3ccccc3)OC2=O)C=C(C)O1 | -6 | 7 | 1 | 3 | -9 | -0.3 | -0.1 | -3 | 7
COc1cc(C(=O)NCCOc2cc(C)cc(C)c2)c(Br)c(OC)c1OC | -6 | -13 | 22 | 10 | 4 | -2.5 | -0.5 | -16 | -11
CCOc1ccc(CCNC(=O)CCNC(=O)c2ccc(Br)cc2)cc1OCC | -9 | 8 | 24 | 0 | -13 | 0.9 | -0.3 | 5 | -5
Cc1ccc(C)c(Cn2c(C(=O)OC(C)C)cc3c2ccn3C)c1 | -4 | 19 | 0 | 1 | 17 | 0.1 | / | -17 | /
Cc1cc(C)cc(C(=O)N(NC(=O)Nc2ccc(Cl)cc2)C(C)(C)C)c1 | -5 | -3 | 1 | 26 | -30* | 3.6 | 19 | -18 | -1
C=CCN(c1ccc(C(=O)Nc2ccc(C)c(C)c2)cc1)S(C)(=O)=O | 0 | -9 | -10 | 3 | 19 | -0.1 | / | 13 | /
Cc1cc(C)c(C#N)c(SCC(=O)N2CCCCC2)n1 | -6 | 5 | -1 | 3 | 6 | -0.5 | -1.0 | -10 | 6
O=C(Nc1nnc(S(=O)(=O)N2CCOCC2)s1)c1ccccc1F | -2&1 | 8&-4 | -4&2 | 3&0 | 3&-1 | 0.1&0.2 | 1.2&-0.3 | -1&-13 | -11
Cc1ccccc1NS(=O)(=O)c1ccc(OCC(=O)N2CCCCC2)cc1 | 5 | / | -1 | 4 | -2 | 0.7 | / | -11 | /
CCN(CC)S(=O)(=O)c1ccc2nc(NC(=O)c3ccco3)sc2c1 | -5 | 11 | -3 | 2 | 3 | 0.5 | 1.1 | 3 | -6
Cc1cc(C(=O)CCC(=O)N2CCN(S(=O)(=O)c3ccccc3)CC2)c(C)s1 | 2 | -2 | -9 | 2 | 8 | -0.2 | -0.2 | -8 | -20

Quoted from the listing (3 entries):
SMILES | D1 potentiator | D2 potentiator | TRHR enhancer | D1 ag | D1 antag | TRHR agonist | D2 agonist | RXFP1 antagonist | D2 antag
Cc1ccccc1NS(=O)(=O)c1ccc(OCC(=O)N2CCCCC2)cc1 | 5 | / | -1 | 4 | -2 | 0.7 | / | -11 | /
CCN(CC)S(=O)(=O)c1ccc2nc(NC(=O)c3ccco3)sc2c1 | -5 | 11 | -3 | 2 | 3 | 0.5 | 1.1 | 3 | -6
Cc1cc(C(=O)CCC(=O)N2CCN(S(=O)(=O)c3ccccc3)CC2)c(C)s1 | 2 | -2 | -9 | 2 | 8 | -0.2 | -0.2 | -8 | -20

High-throughput results deposited in PubChem BioAssay by National Center for Advancing Translational Sciences (NCATS).
